Integrin act MD: integrin-mediated muscular dystrophy alleviation activation; alpha7betagal myoblasts, beta-gal FDG fluorescence, 48 h; Potency, µM (top dose mostly 38.3 µM), for the others: top-dose activation, most hits filed as activators; 0.064% of 350,000 active; AID 624291;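 note: potency is the fitted concentration of half-maximal effect; 100% = response of the positive control SU9516; nearly all actives have a fitted effect of over 60% in size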
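Alpha7betagal+/- myoblasts (passage 13) were plated 16-24 hr, then exposed to compounds (1:260 dilution of DMSO stock) for 48 hours at 37C. After MPER lysis, β-galactosidase reporter activity was read as FDG fluorescence (ex 480/em 540) after 30 minutes.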
ASM inhibitor: human S-ASM enzyme inhibition | placental ASM, HMU-PC fluorogenic substrate, 60 min | Potency, µM (series often up to 57.5 µM), for inactives: at the top dose activity change, negative = inhibition, actives largely listed as inhibitors | 0.006% of 340,000 active; note: potency is the fitted concentration of half-maximal effect
Target sequence (P17405 47-631 limits assumed): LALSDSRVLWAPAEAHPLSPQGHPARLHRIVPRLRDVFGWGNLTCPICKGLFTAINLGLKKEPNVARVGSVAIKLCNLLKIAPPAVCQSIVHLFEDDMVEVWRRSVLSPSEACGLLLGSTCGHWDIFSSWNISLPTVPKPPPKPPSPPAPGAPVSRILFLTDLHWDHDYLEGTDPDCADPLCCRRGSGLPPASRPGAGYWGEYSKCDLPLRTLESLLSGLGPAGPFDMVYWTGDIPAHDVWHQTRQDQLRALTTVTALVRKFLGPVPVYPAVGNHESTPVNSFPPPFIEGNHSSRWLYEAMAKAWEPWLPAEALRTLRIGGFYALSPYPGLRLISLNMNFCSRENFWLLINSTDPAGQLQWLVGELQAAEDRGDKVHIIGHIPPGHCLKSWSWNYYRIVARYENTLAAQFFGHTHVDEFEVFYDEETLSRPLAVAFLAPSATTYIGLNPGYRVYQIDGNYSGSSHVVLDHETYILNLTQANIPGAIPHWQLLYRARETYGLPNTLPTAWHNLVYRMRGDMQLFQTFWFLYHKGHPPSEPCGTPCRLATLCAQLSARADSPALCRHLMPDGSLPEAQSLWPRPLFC
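HMU-PC0 cleavage (9 uM final) by human placental ASM, 60 min at 37 °C following 10 min compound exposure at RT; stopped at pH 10, fluorescence Ex 386/Em 447 nm.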
Mito fusion yeast: inhibitors of mitochondrial division or activators of mitochondrial fusion | S. cerevisiae fusion-defective mutant growth rescue, CellTiterGlo 48 h | 0.23% of 320,000 active | Potency, µM (doses to about 46.1 µM), without a hit: top-dose growth rescue (activation), most hits filed as activators;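 note: potency is the fitted concentration of half-maximal effect; % of control where 0% means no effect; nearly all actives have a fitted effect of over 45% in size; temperature-sensitive fusion mutants such as fzo1-1 at 37 °C on non-fermentable ethanol glycerol medium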
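Growth-rescue viability read-out: after 48 h at the non-permissive 37C in glycerol/ethanol YPEG, yeast mitochondrial fusion mutants are measured by CellTiterGlo luminescence; compounds (23 nl pinned per well) restoring growth score as division inhibitors or fusion activators.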
Tb PFK inh: T. brucei PFK enzyme inhibition | O15648 | Potency, µM (series often up to 57.5 µM), inactives show at the top dose activity, negative = inhibition, most hits filed as inhibitors | AID 485367 | 0.17% of 330,000 active | T. brucei PFK, ADP-Glo luminescence;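 note: potency is the fitted concentration of half-maximal effect; 0% = uninhibited 1x PFK enzyme wells and -100% = no-enzyme wells; nearly all actives have a fitted effect of over 60% in size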
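ADP-Glo luminescence quantified ADP after 45 min at room temperature, with 1.25 nM T. brucei PFK, 0.1 mM ATP and 0.5 mM fructose-6-phosphate in pH 8.0 TEA buffer. qHTS titrations up to 57 µM; curves classified by quality.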
TCR act: T cell receptor activation; primary human leukocytes, anti-CD3, IL-2 HTRF, 48 h; Potency, µM (doses to about 9.22 µM), without a hit: at the highest dose activation of IL-2 secretion, actives largely listed as activators; 330,000 tested, under 10 active; AID 504894; note: % of control where 0% means no effect
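IL-2 release read by HTRF sandwich (Eu cryptate donor, d2 acceptor, 665 nm emission) after 48 hr exposure of primary human leukocytes to compound together with anti-CD3 beads in the absence of co-stimulatory signals.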
Eya2 phos inh: Eya2 (human) phosphatase inhibition | Potency, µM (doses to about 76.9 µM), for the others: at the top dose activity, negative = inhibition, hits mostly inhibitors | recombinant Eya2, OMFP fluorescence dephosphorylation (OMFP is methylfluorescein phosphate) | AID 488837 | O00167 | 0.006% of 330,000 active; note: potency is the fitted concentration of half-maximal effect; % is set by controls: 0 for no effect and ±100 for the full control effect
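Eya2 protein (added as 0.2 uM solution) was preincubated with compound for 10 min at ambient temperature in 50 mM HEPES pH 7.5, 50 mM NaCl, 5 uM MgCl2, 0.05% BSA, 1 mM DTT. OMFP (added at 50 uM) then reacted 10 min; fluorescence read at 485/525 nm.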
AT treatment: potential ataxia-telangiectasia treatments restoring KAP-1 phosphorylation; […] A-T fibroblasts, KAP-1 phosphorylation AlphaLISA; neocarzinostatin DNA damage 30 min before lysis; Potency, µM (highest dose often 57.5 µM), inactives show at the top dose activation, usual class: activators; 0.19% of 320,000 active; note: potency is the fitted concentration of half-maximal effect; % of control where 0% means no effect; nearly all actives have a fitted effect of over 45% in size
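hTERT-immortalized A-T patient fibroblasts ([…]), 500 cells/well in OPTI-MEM, 1% FBS, got compounds for 60 min, then NCS for 30 min at 37C. Lysates were then assayed for phospho-KAP-1 by AlphaLISA (anti-pKAP1 donor, anti-KAP1 acceptor beads), 6 hr at 25C.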
TSG101-PTAP inh: blocks PTAP/TSG101 interaction to inhibit HIV-1 budding | Q99816 | Fluorescence polarization, FITC-PTAP peptide / Tsg101 binding | Potency, µM (highest dose often 115 µM), for the others: at the top dose activity change, negative = inhibition, hits mostly inhibitors | 340,000 tested, under 10 active; active = well fitted inhibition curve with a large enough effect in the main read-out, with a control signal flat, not every such curve was filed as active; inconclusive = small, poorly fitted or top-dose-only effect, or effect the other way, or a change in a side signal; inactive = no such curve, though single readings can be large or run the other way; note: potency is the fitted concentration of half-maximal effect; % of control where 0% means no effect
Target sequence (Q99816 whole entry, looked up): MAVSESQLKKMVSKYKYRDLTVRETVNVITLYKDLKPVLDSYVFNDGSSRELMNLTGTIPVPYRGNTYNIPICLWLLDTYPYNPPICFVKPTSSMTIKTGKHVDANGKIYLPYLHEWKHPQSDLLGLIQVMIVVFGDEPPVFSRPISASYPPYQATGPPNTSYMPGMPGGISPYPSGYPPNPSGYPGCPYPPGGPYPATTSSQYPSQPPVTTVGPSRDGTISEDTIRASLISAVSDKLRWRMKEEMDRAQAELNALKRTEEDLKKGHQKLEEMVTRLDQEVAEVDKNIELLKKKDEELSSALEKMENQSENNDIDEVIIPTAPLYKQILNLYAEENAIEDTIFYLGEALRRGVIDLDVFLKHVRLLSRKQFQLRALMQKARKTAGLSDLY
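Fluorescence anisotropy tracks displacement of a FITC-tagged PTAP peptide (50 nM) from the Tsg101 binding domain (10 uM), following a 20 min room-temperature incubation at pH 7.5.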
ELG1 repair inh: inhibitors of ELG1-dependent DNA repair in HEK293T cells; HEK293T ELG1-luciferase reporter, luminescence, 16 h; DNA damage induced by 5-fluorouridine; Potency, µM (series often up to 46.1 µM), for inactives: at the highest dose activity change, negative = inhibition, usual class: inhibitors; 2.3% of 330,000 active; note: potency is the fitted concentration of half-maximal effect; % is set by controls: 0 for no effect and ±100 for the full control effect; nearly all actives have a fitted effect of over 55% in size
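Luminescence from the luciferase reporter, measured 30 min after ONE-Glo reagent at room temperature, was the read-out. Beforehand, 2,000 cells per well were exposed for 16 hr at 37 °C to 5-fluorouridine together with compound or vehicle.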
Chronic BCR inh: inhibitors of chronic active B-cell receptor signaling. ABC-DLBCL IkBa-CBG/CBR reporter, luminescence ratio, 4 h. Potency, µM (titrated, usually from 46.1 µM), without a hit: at the top dose ratio change, negative = lower green/red ratio, hits mostly inhibitors. 0.05% of 340,000 active. AID 493014; active = well fitted inhibition curve with a large enough effect in the signal ratio, with a control signal flat, not every such curve was filed as active; inconclusive = small, poorly fitted or top-dose-only effect, or effect the other way, or a change in a side signal; the % refers to the signal ratio;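 note: potency is the fitted concentration of half-maximal effect; plate controls were basal doxycycline-induced cells for no effect and cells given 10 µM MG132 for full effect; MG132 reads +100%, hits lower the ratio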
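Doxycycline induced both beetle luciferases in TMD8 lymphoma cells; IKK-driven degradation limits the IkappaBalpha-fused green signal, while red luminescence normalises for cell number and nonspecific effects. Compounds tested up to 46 uM, 4 hrs.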
TSHR antagonist: antagonists of human thyroid stimulating hormone receptor. activity change, negative = inhibition, % at 11.5 µM. P16473. 0.2% of 330,000 active. TSHR-expressing cells, TSH-stimulated cAMP HTRF, 2 h; active compounds read low;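 active = activity change below a set negative limit, meaning inhibition stronger than a set level, cut at about -70% in these data; inconclusive = activity change between two set negative limits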; note: % is set by controls: 0 for no effect and ±100 for the full control effect
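Read-out is FRET at 665 nm (cryptate excitation 337 nm) from a cryptate-tagged anti-cAMP antibody, competed by cell cAMP against cAMP-d2. Compounds are tested on freshly harvested TSHR cells challenged with 4nM TSH (EC80) for 2 hours at 37 deg C.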
Numbers without * were called inactive; ? = inconclusive; . = not tested or not shown; [ ] = remark or other dose. Unless noted, calls come from the whole dose curve; as a rule, active = well fitted curve in the direction sought with a large enough effect; inconclusive = small, poorly fitted or top-dose-only effect, or another doubt; inactive = no such curve, though single readings can be large; an effect the other way counts as inactive or inconclusive. Hits appear at their usual frequency; overall some 3.2% were active at least once.

SMILES	Integrin act MD	ASM inhibitor	Mito fusion yeast	Tb PFK inh	TCR act	Eya2 phos inh	AT treatment	TSG101-PTAP inh	ELG1 repair inh	Chronic BCR inh	TSHR antagonist
COc1ccccc1/C=C1\SC(=S)N(CCC(=O)Nc2ccc(C(=O)O)c(O)c2)C1=O	0%	7%	6%	-3%	0%	11%	-3%	-6%	-5%	?	-14
CN(CCc1ccccn1)C1CCCN(S(=O)(=O)c2ccc(F)c(Cl)c2)C1 (configuration not stated)	-26%	2%	-2%	-7%	-4%	3%	1%	-2%	-2%	-6%	12
COC(=O)CNC(=O)Cc1c(F)cccc1Cl	-2%	6%	4%	-5%	6%	-2%	7%	-2%	-4%	?	0
COCCNC(=O)/C(C#N)=C/c1cc(C)n(-c2ccc(C)cc2)c1C	17%	30%	15%	2%	-8%	-9%	0%	-1%	?	24%	-7
CC1=CN2C(=NC(=O)CC2(C)C(=O)N(CC(=O)NC2CCCC2)Cc2ccc(Cl)cc2)C=C1 (configuration not stated)	6%	395%[activator]	4%	1%	1%	-13%	-1%	0%	-2%	2%	-4
CCn1cnc2c1c(=O)n(CC(=O)OC(C)C(N)=O)c(=O)n2Cc1ccccc1 (configuration not stated)	15%	5%	-2%	-1%	-2%	-7%	21%	-4%	19%	0%	3
COc1ccc(Cl)cc1NC(=O)CN(C)CC(=O)Nc1ccccc1-c1ccccc1	-10%	-2%	-11%	-1%	-6%	-9%	5%	-7%	?	?	-17
CCCCC(Nc1ncnc2ccccc12)C(=O)O (configuration not stated)	-10%	6%	2%	1%	4%	-17%	1%	-4%	-11%	12%	-8
Cc1cc(NS(=O)(=O)Cc2ccccc2)cc(C)c1OCC(=O)N1CCOCC1	-14%	-2%	-4%	23%	-5%	-10%	-4%	-2%	-25%	-16%	13
COc1ccc(C(=O)NC2CCCCC2)cc1S(=O)(=O)N1CCOCC1	-6%	6%	0%	0%	6%	-6%	-3%	-4%	6%	0%	-6
Cc1ccc(S(=O)(=O)NCc2ccc(C(=O)NCCCN3CCN(C)CC3)cc2)cc1	15%	0%	-4%	-3%	1%	-8%	-10%	-2%	0%	3%	-2
CC(=O)Nc1ccc(S(=O)(=O)NCC(=O)OCC(=O)N2CC(C)OC(C)C2)cc1 (configuration not stated)	13%	0%	.	1%	0%	-6%	-8%	3%	?	-1%	12
COc1cc(C(=O)Nc2sc3c(c2C(=O)O)CCC(C)C3)cc(OC)c1OC (configuration not stated)	-12%	9%	14%	-9%	-5%	-11%	0%	1%	2.9µM*	?	-27
Cc1ccc(C2CC(=O)NC(SCCC(C)C)=C2C#N)cc1 (configuration not stated)	13%	10%	1%	3%	-1%	-4%	0%	-1%	2%	23%	-2
Cc1cc(C)c(NC(=O)CSc2nnc(-c3ccccn3)n2N)c(Cl)c1	0%	0%	-6%	0%	-1%	7%	-1%	1%	-18%	-13%	0
Cc1cc(C(=O)CS(=O)(=O)c2ccc(Cl)cc2)cc(C)c1O	-12%	-1%	-10%	5%	7%	-11%	7%	-1%	1%	1%	-2
C=CCN(c1ccccc1)S(=O)(=O)c1ccc(Cl)c(C(=O)OCC(=O)c2[nH]c(C)c(C(C)=O)c2C)c1	-11%	-7%	-6%	-6%	-1%[46.1 µM]	-2%	2%	-5%	?	-2%	4
CC(c1ccccc1)n1cc(C(=O)NCCCn2ccnc2)nn1 (configuration not stated)	22%	0%	-4%	2%	8%[46.1 µM]	-30%	-5%	-7%	2%	18%	-8
Cc1cc(C)n2nc(C(=O)OCC(=O)Nc3ccc4c(c3)OC(F)(F)O4)nc2n1	17%	-4%	-1%	1%	-5%	-24%	8%	-8%	14%	?	-10
O=C(O)c1cccc(CSc2nc(-c3ccccc3)cc(C(F)(F)F)n2)c1	31%	9%	?	-3%	-3%[46.1 µM]	3%	-5%	-5%	10%	3%	-6
CCOC(=O)C1=C(C)OC(N)=C(C#N)C1c1ccoc1 (configuration not stated)	-15%	3%	-4%	-3%	2%	1%	2%	-7%	17%	-4%	7
O=C(Nc1cccnc1)c1cc(-c2cccc(Cl)c2)on1	-199%[inhibitor]	0%	11%	5%	-10%	-27%	2%	-2%	0%	?	-5
CCn1cc(C(=O)O)c(=O)c2cc(F)c(N3CCN(C(=S)NC(=O)c4ccc(OC)cc4)CC3)cc21	-3%	5%	-4%	-3%	9%	5%	-1%	-3%	-5%	5%	-5
Cc1ccc(C(=O)Nc2ccccc2C(=O)O)cc1NC(=O)COc1c(C)cccc1C	-29%	0%	1%	6%	-4%	9%	-4%	-1%	4%	?	-13
N#Cc1cnn2ccc(-c3cc(N4CCOCC4)ccc3[N+](=O)[O-])nc12	-10%	-6%	2%	7%	5%	-18%	4%	1%	?	-3%	-6
O=C(NC1CCN(Cc2ccccc2)CC1)C1CCN(S(=O)(=O)c2cccc([N+](=O)[O-])c2)CC1	1%	3%	-5%	0%	-2%	6%	-1%	-2%	2%	-3%	0
Cc1ccccc1CC(=O)N1CCOCC1	-21%	0%	4%	1%	-2%	4%	3%	3%	-4%	-4%	-18
CCCCCN(C(=O)CCC(=O)OCC(=O)NCc1ccc(OC)cc1)c1c(N)n(CCCC)c(=O)[nH]c1=O	21%	-1%	0%	0%	6%	4%	5%	0%	0%	24%	-5
Cc1ccc(S(=O)(=O)NCc2ccc(C(=O)N3CCc4ccccc4C3)cc2)cc1	-11%	-2%	12%	7%	1%	-1%	-8%	-4%	?	?	-1
N#Cc1c(-c2ccccc2)nc(SCc2ccc([N+](=O)[O-])cc2)[nH]c1=O	22%	12%	-2%	1%	.	5%	0%	0%	-1%	4%	-32
COc1ccc(S(=O)(=O)N2CCOCC2)cc1NC(=O)CN1C(=O)NC2(CCCCC2C)C1=O (configuration not stated)	0%	1%	-5%	6%	0%	-2%	3%	-1%	10%	3%	-6
O=C(O)c1ccc(/C=N/Nc2ncc(Cl)cc2Cl)cc1	-11%	4%	-35%[inhibitor]	1%	-6%	-11%	-7%	-1%	?	?	-12
Cc1nc(NCc2ccco2)c2oc3ccccc3c2n1	-38%	-3%	-1%	0%	2%	-9%	.	-5%	?	?	6
CCN1CCN(c2nc3ccccc3nc2C(C#N)C(=O)OCc2ccccc2)CC1 (configuration not stated)	20%[7.66 µM]	25%	1%	1%	1%	-6%	3%	-2%	18µM*	?	-1
CCC(=O)Nc1nnc(SCC(=O)Nc2cccc(Cl)c2)s1	12%	-3%	2%	-14%	3%	5%	-2%	-6%	-8%	0%	4
NC(=O)[C@H]1CC2(CC(c3cccc(NC(=O)COc4ccc(Cl)cc4)c3)=NO2)CN1C(=O)Cc1ccc([N+](=O)[O-])cc1 (some centres not stated)	11%	-20%	0%	-12%	11%	4%	-13%	-3%	2.1µM*	?	-5
CC(C(=O)N1CCN(c2ccc([N+](=O)[O-])cc2)CC1)N1C(=O)C2CC=CCC2C1=O (configuration not stated)	0%	-7%	-4%	-11%	5%	-5%	-2%	-6%	?	?	-3
Cc1cc(C(=O)Nc2ccccc2C(=O)O)oc1C	-12%	0%	3%	0%	3%	4%	2%	0%	?	?	-15
O=C(CS(=O)(=O)c1ccc(Cl)cc1)Nc1nnc(-c2cccs2)o1	9%	-3%	-5%	2%	3%	0%	1%	-7%	14%	1%	-7
O=C(CSc1ccccc1)N1CCN(S(=O)(=O)c2ccccc2F)CC1	4%	0%	0%	-7%	4%	-6%	-2%	-3%	-22%	5%	3

Compound activity from PubChem.
